Compound activity: PubChem BioAssay, several laboratories
ABHD5 PLIN5 PPI = blocks binding of human ABHD5 to perilipin-5 | Q00G26+Q8WTS1 | Split G. princeps luciferase complementation, luminescence, 4 h | inhibition, % at 4 µM | 0.78% of 360,000 active;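 active = inhibition above the mean inhibition across every tested compound plus 3 SD, cut at about 22% in these data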;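 note: 0% = DMSO only wells and the 100% control is not disclosed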
SRC1 inh = human NCOA1 inhibition. Q15788. inhibition, % at 3.6 µM. AID 588354. 0.12% of 360,000 active. HEK293 GAL4-SRC1 luciferase reporter, luminescence;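 active = inhibition above the campaign mean plus 3 SD, with each screening campaign given its own cutoff, cut at about 60% in these data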;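 note: 0% = DMSO treated cells and 100% = gossypol at 36 µM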
TLR9-MyD88 inh = TLR9-MyD88 interaction inhibition | Q9NR96+Q99836 | CHO BLA complementation TLR9-MyD88, CCF4 FRET ratio | inhibition, % at 4.98 µM | 0.21% of 340,000 active;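 active = inhibition above the mean over all tested compounds plus 3 SD, cut at about 21% in these data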;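 note: 0% = DMSO only wells and 100% = clavulanate BLA inhibitor control wells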
SRC2 inh = inhibits human steroid receptor coactivator 2; HEK293 GAL4-SRC2 luciferase reporter, luminescence; Q15596; inhibition, % at 9 µM; 0.17% of 370,000 active;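 active = inhibition above the mean inhibition of all tested compounds plus 3 SD, set per campaign, cut at about 52% in these data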;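 note: 0% = DMSO treated cells and 100% = cells given Gossypol at 36 µM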
MC4R antag cAMP = antagonists of human melanocortin 4 receptor (MC4R); P32245; MC4R-expressing cells, MTII-stimulated cAMP, LANCE TR-FRET; inhibition, % at 6.5 µM; 0.48% of 360,000 active;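 active = inhibition above its plate's cutoff, the mean of tested wells on that plate plus 3 SD, cut at about 29% in these data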;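 note: 0% = Melanotan II alone and 100% = Melanotan II plus saturating MCL0020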
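System: U2OS-MC4R stable cell line; Technique: Eu-cAMP/anti-cAMP TR-FRET, emission 671 nm; Repeats: single well per compound; Also added: Melanotan II; Dosing: one concentration, 6.5 µM nominal; Schedule: 30-min compound, 1-h challenge, 1-h detection, room temperature.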
NCOA3 inh = inhibits human SRC3 coactivator; HEK293 GAL4-SRC3 luciferase reporter, luminescence; inhibition, % at 3.6 µM; 0.17% of 360,000 active; AID 588352;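 active = inhibition above a per-campaign cutoff, the mean of all compounds plus 3 SD, cut at about 60% in these data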;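 note: 0% = DMSO-treated cells and 100% = gossypol-treated cells at 36 µM; higher means less SRC3-driven luciferase light from the GAL4 reporter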
NR2F2 inh = inhibitors of human COUP-TFII (NR2F2) | 0.7% of 370,000 active | HEK293T NGFI-A luciferase reporter, luminescence | AID 686940 | inhibition, % at 8.6 µM;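 active = inhibition above a per-plate cutoff, mean inhibition of test wells between control levels plus 3 SD, cut at about 38% in these data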;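 note: cells cotransfected with COUP-TFII expression vector driving the NGFI-A reporter; 0% = median of COUP-TF2 test wells and 100% = reporter-only cells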
Target sequence (P24468 whole entry, looked up): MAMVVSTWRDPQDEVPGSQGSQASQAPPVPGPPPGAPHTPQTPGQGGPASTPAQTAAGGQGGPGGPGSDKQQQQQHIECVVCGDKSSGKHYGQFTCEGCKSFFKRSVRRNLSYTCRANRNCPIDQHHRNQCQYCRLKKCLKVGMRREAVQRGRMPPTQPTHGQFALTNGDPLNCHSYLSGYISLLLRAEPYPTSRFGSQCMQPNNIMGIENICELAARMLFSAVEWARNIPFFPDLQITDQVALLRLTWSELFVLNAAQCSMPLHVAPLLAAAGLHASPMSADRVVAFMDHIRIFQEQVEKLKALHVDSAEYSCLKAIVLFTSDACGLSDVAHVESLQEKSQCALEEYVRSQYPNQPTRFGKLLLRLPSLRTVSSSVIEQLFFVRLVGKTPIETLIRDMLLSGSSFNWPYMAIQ
NOD2-RIPK2 inh = inhibitors of human NOD2-RIPK2 interaction | inhibition, % at 4.98 µM | 0.38% of 360,000 active | O43353 | CHO BLA complementation NOD2-RIPK2, CCF4 ratio; in the data active = inhibition above about 21%;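 note: 0% = vehicle only and 100% = reference blocker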
Target sequence (O43353 whole entry, looked up): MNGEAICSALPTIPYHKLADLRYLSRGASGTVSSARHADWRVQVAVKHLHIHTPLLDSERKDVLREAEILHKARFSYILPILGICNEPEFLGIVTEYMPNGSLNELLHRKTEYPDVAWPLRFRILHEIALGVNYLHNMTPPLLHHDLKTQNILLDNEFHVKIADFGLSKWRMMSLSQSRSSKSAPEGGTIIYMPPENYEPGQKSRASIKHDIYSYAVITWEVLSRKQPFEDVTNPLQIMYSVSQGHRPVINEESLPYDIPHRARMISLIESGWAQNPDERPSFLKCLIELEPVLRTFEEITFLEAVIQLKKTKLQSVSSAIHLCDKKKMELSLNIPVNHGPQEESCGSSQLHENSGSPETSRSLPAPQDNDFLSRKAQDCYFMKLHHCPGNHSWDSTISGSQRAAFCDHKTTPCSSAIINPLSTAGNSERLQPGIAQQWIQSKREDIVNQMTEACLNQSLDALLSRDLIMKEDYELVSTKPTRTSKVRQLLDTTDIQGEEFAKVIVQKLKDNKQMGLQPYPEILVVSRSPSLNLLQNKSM
LMP1 NFkB inh = reduces LMP1-driven NF-kappaB luciferase signal. LMP1-induced NF-kappaB luciferase reporter cells, luminescence. inhibition, % at 12.5 µM. 0.69% of 350,000 active. AID 504558; in the data active = inhibition above about 41%;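 note: 0% = neutral control wells and 100% = reference inhibitor control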
MC4R ag barr = human MC4R agonism via beta-arrestin | P32245 | U2OS MC4R beta-arrestin complementation, luminescence; percent of melanotan II response, DMSO zero | activation, % at 8.9 µM | 0.98% of 360,000 active;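 active = activation above a per-plate cutoff, the mean activation of sample wells on that plate plus 3 SD, cut at about 8% in these data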
LRH-1 inv ag = suppresses constitutive activity of human LRH-1 | O00482 | HEK293T StAR-luciferase reporter, LRH-1 transfected, 24 h | inhibition, % at 3.6 µM | 0.13% of 360,000 active | AID 602396;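 active = inhibition above the mean inhibition of all tested compounds plus 3 SD, cut at about 73% in these data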;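 note: 0% = DMSO wells and 100% = reporter-only cells lacking LRH-1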
* hit, by the source's call; . = not tested or not shown. Only part of the results is shown; the hit share may differ from the screen's.

ABHD5 PLIN5 PPI | SRC1 inh | TLR9-MyD88 inh | SRC2 inh | MC4R antag cAMP | NCOA3 inh | NR2F2 inh | NOD2-RIPK2 inh | LMP1 NFkB inh | MC4R ag barr | LRH-1 inv ag | canonical_smiles
7 | 12 | -8 | -33 | 12 | 7 | 4 | -7 | 1 | -2.0 | -9 | O=C(CN1CCSCC1)N/N=C/c1ccc(F)c(F)c1
1 | -21 | -3 | 1 | -3 | -28 | -13 | 0 | -3 | -0.1 | -32 | CCOC(=O)CCn1nc(-c2ccccc2)cc1N
-3 | -3 | 9 | 1 | -1 | 7 | 6 | -4 | -2 | -0.9 | 20 | CC(C)C(NC(=O)c1ccccc1)C(=O)N/N=C\c1ccco1 (stereo not given)
-1 | -16 | -6 | 4 | 6 | 26 | 15 | -4 | 0 | -0.8 | 3 | CCC1CCC2(CC1)NC(=O)N(CC(=O)NCc1ccc(Cl)cc1)C2=O (stereo not given)
1 | -8 | -5 | -7 | 2 | 7 | -12 | -9 | -7 | -1.5 | 23 | CC1=C(C(=O)OC(C)C)C(c2coc3ccccc3c2=O)C2=C(CCCC2=O)N1 (stereo not given)
6 | 6 | -2 | -18 | -2 | 4 | 8 | -19 | 3 | -0.3 | 14 | Cc1ccc(CNC(=O)C2CCCN(S(C)(=O)=O)C2)cc1 (stereo not given)
-1 | -6 | -9 | 20 | 14 | 16 | 27 | 2 | 3 | 1.1 | -8 | O=[N+]([O-])c1ccc(C(O)C(CO)NC(=S)Nc2ccccc2)cc1 (stereo not given)
-5 | -1 | -5 | 14 | 12 | 3 | -4 | 3 | 0 | -0.1 | 1 | O=C(c1ccoc1)N1CCC2(CC1)Oc1ccc(F)cc1C(=O)C21CC(c2ccccc2)=NO1 (stereo not given)
3 | -11 | -5 | -20 | 3 | -15 | 9 | -5 | -11 | 1.3 | 9 | CCCCOC(=O)c1ccc(NC(=O)C(=O)NCCN(C)C)cc1
1 | -3 | 2 | -8 | -4 | 8 | 6 | -7 | -13 | -2.1 | -5 | Cc1ccccc1NS(=O)(=O)c1ccc(NC(=O)c2nc3ncccn3n2)cc1
4 | -14 | 11 | -33 | 1 | 9 | -8 | 6 | -7 | -0.2 | 12 | Cc1nc2scc(C)n2c(=O)c1S(=O)(=O)NCCc1ccc(Cl)cc1
6 | -36 | -5 | -72 | 3 | -28 | -27 | -2 | -14 | 0.2 | -57 | COC(=O)c1ccc2c(CCO)c[nH]c2c1
-2 | 3 | 2 | 2 | -4 | -2 | -6 | 3 | -2 | -1.2 | -7 | S=C(NCCN1CCOCC1)N/N=C/c1cccs1
-3 | -14 | 4 | 7 | 3 | -17 | 5 | -9 | 13 | -0.3 | 17 | O=C(CSc1ncnc2c1cnn2-c1ccccc1)NC1CCS(=O)(=O)C1 (stereo not given)
-1 | -93 | -6 | -62 | 14 | -105 | -46 | -1 | 1 | 0.1 | -52 | O/N=C/c1ccc(OCc2ccccc2)c(Br)c1
2 | -7 | 6 | -8 | -33 | -18 | 4 | 6 | -1 | -0.3 | 14 | O=C(Nc1cccnc1)c1cc(-c2ccccc2O)on1
-7 | 0 | -2 | 1 | 1 | 23 | -6 | -6 | -5 | -0.8 | -24 | CCOc1cc2c(cc1OCC)C(C(=O)O)C(c1cc(OC)c(OC)c(OC)c1)N(C)C2=O (stereo not given)
6 | -36 | 0 | -23 | 9 | -16 | -24 | -11 | 3 | -1.7 | -24 | Cc1cccc(-c2cc3nc(C)c(C)c(NCCCn4ccnc4)n3n2)c1
-5 | -28 | -3 | -20 | 6 | -14 | 8 | 7 | 4 | -0.3 | -15 | COc1ccc(C2Nc3ccccc3C(=O)N2c2ccccc2)cc1CN1CCOCC1 (stereo not given)
-2 | -44 | 5 | -11 | 0 | -7 | -23 | 13 | -13 | -1.1 | -48 | CCCN1CN(Cc2ccco2)c2nc3ccccc3n2C1
2 | -15 | -35 | -11 | -15 | -7 | -6 | -4 | 10 | -1.6 | -15 | CC1CC(=O)NN=C1c1ccc(N)c([N+](=O)[O-])c1 (stereo not given)
-9 | -14 | -1 | 5 | -2 | 0 | 17 | -3 | 5 | -1.5 | -1 | Cc1cc(N2CCCCC2)nc(N2CCOCC2)n1
-4 | 10 | 6 | -6 | 3 | 7 | 14 | 4 | 4 | -0.9 | 6 | Cc1ccc(NC(=S)N(CCN2CCOCC2)Cc2ccccc2F)cc1Cl
4 | -37 | . | -39 | 5 | -65 | -20 | -4 | . | 1.6 | -115 | O=C(NCc1ccc(C(F)(F)F)cc1)c1ccc(-c2cccnc2)c2ccoc12
-3 | 3 | -14 | 4 | -3 | 13 | -8 | 0 | -2 | -2.7 | -1 | Cc1[nH]c(C)c(S(=O)(=O)N(C)Cc2ccccc2)c1C(=O)N1CCCC1
0 | 25 | 4 | 0 | 5 | 7 | 3 | 4 | 7 | -0.9 | -13 | CCOc1c(Br)cc(/C=C2\N=C(C)OC2=O)cc1Br
14 | 1 | 6 | -13 | 15 | -1 | 5 | -3 | 8 | -0.3 | -22 | O=C(CSc1c2c(nc3ccccc13)CCCC2)NCc1ccco1
-1 | -16 | 6 | 21 | 13 | -5 | 13 | -5 | -2 | -1.7 | 9 | N#Cc1ccc(-c2ccc(OCC(O)CN3CCOCC3)cc2)cc1 (stereo not given)
-1 | -24 | -3 | -28 | 14 | -2 | -1 | 7 | -2 | -2.5 | 10 | C(=N\N1CCN(Cc2ccccc2)CC1)/c1cccnc1
-15 | -17 | -6 | 17 | 4 | -31 | -9 | -5 | 22 | 6.6 | -11 | O=C(Nc1ccc(Cl)cc1)N1CCC(c2nc(-c3ccc(F)cc3)no2)CC1
0 | -21 | 3 | 0 | 5 | 2 | 15 | -5 | -14 | 7.7 | 17 | Nc1nc(-c2ccc([N+](=O)[O-])cc2)c(C(=O)Nc2ccc(Cl)cc2)s1
-5 | -5 | -11 | 4 | 3 | 0 | 7 | -6 | 11 | 14* | 19 | CC(C)Cn1c(=S)[nH]c2cc(C(=O)NCc3ccccc3F)ccc2c1=O
4 | 15 | -12 | . | 1 | -2 | . | -8 | -13 | -1.4 | -2 | COc1ccc(CNC(=O)C2CCCN(c3nc4ccccc4o3)C2)c(OC)c1 (stereo not given)
8 | -15 | -1 | -14 | -4 | 18 | 10 | -19 | 0 | -1.1 | 8 | CN(Cc1ccccc1)C(=O)c1ccc(NC(=O)Cc2cccc(NC(=O)C3CCN(C(=O)C4CCCCC4)CC3)c2)cc1
1 | -18 | -12 | -3 | 1 | -10 | -16 | -9 | -6 | 3.7 | -31 | C/C(=N\NC(=O)c1ccc(F)cc1)c1cccc(NC(=O)c2cccc(F)c2)c1
-7 | -6 | -4 | 8 | 15 | -6 | 2 | -4 | 4 | 3.0 | 3 | O=C1CC(c2ccco2)CC(O)=C1C=NCCN1CCN(C(=S)Nc2ccccc2)CC1 (stereo not given)
5 | -1 | -1 | 3 | 1 | -1 | 11 | 6 | -3 | -1.0 | -11 | O=C(O)c1ccc(Sc2nnnn2-c2ccccc2)c([N+](=O)[O-])c1
-9 | -18 | 3 | -17 | 6 | -23 | -16 | -8 | 6 | 0.5 | 11 | CN1CCN(NC(=O)CN2C(=O)/C(=C/c3c(Cl)cccc3Cl)SC2=S)CC1
-4 | 13 | -2 | -10 | 3 | 4 | -15 | -8 | -1 | 0.6 | 5 | O=C(NCc1ccccc1)C(c1ccccc1)N(C(=O)c1csnn1)c1ccc(F)cc1 (stereo not given)
-12 | -2 | -3 | -7 | 13 | 10 | -13 | 2 | 0 | -2.5 | 1 | CCc1ccc(/C=c2\s/c(=C\C(=O)C(C)(C)C)[nH]c2=O)cc1
-4 | -25 | 1 | -2 | 10 | -7 | 8 | 3 | 0 | -1.5 | -6 | Cn1nnnc1SCC(=O)Nc1ncc(Cl)cc1Cl
2 | 4 | 4 | -21 | -5 | 29 | -10 | -2 | 4 | 1.5 | 1 | O=c1cc2c(nn1Cc1ccc(Cl)cc1Cl)-c1ccccc1CC2
-10 | 2 | -10 | -5 | 1 | -9 | -11 | -7 | 4 | 0.0 | 8 | CN(C)C1=NC[C@H](Cc2ccccc2)N1CCC1CCCC1
-4 | -8 | -7 | 7 | 8 | -1 | 9 | -12 | 4 | -2.0 | -4 | CC(C)Cc1nnc(NC(=O)CCC(=O)NC2CCCC2)s1
-5 | 9 | -8 | -6 | -3 | -15 | -6 | -13 | -6 | -1.2 | 2 | COC(=O)c1cc(C(=O)N2CCN(C(=O)c3ccco3)CC2)cc([N+](=O)[O-])c1
10 | -7 | 7 | -6 | -1 | 6 | -13 | 3 | 0 | -0.6 | 2 | Cc1ccc(Nc2nnc(SCC(=O)NC3CCS(=O)(=O)C3)s2)c(C)c1 (stereo not given)
1 | -2 | -12 | -13 | -4 | 9 | 8 | 9 | -12 | -2.1 | -8 | COc1cccc2c(=O)n(CC(=O)N3CCN(c4ccccc4)CC3)ccc12
-3 | 1 | 8 | -18 | -1 | -11 | -1 | -4 | -3 | -1.6 | 6 | Cc1csc(=S)n1-c1ccccc1
6 | 3 | -22 | -9 | 3 | 4 | 9 | -11 | -5 | -1.6 | 2 | Cc1cc(/C=N/NC(=O)Cn2c3ccccc3c(=O)c3ccccc32)c(C)n1-c1ccccc1
-2 | -96 | -1 | -61 | 2 | -100 | -44 | -4 | -23 | 0.8 | -77 | c1ccc(Nc2nc3ccccc3o2)cc1

Other structures:
ABHD5 PLIN5 PPI | SRC1 inh | TLR9-MyD88 inh | SRC2 inh | MC4R antag cAMP | NCOA3 inh | NR2F2 inh | NOD2-RIPK2 inh | LMP1 NFkB inh | MC4R ag barr | LRH-1 inv ag | canonical_smiles
9 | -19 | -2 | 4 | -3 | 14 | -14 | -6 | -1 | 8.0 | 27 | Cc1cccc[n+]1CC(=O)Nc1cccc([N+](=O)[O-])c1
-5 | -6 | 10 | 4 | 5 | -6 | 12 | -7 | -8 | -1.3 | -2 | O=C(CSc1nnc(CNC(=O)c2c(F)cccc2Cl)o1)NCc1ccc2c(c1)OCO2
4 | -3 | 4 | -18 | 5 | 8 | -32 | 7 | 12 | -1.5 | -7 | C/C(=N\NC(=O)CNC(=O)C1COc2ccccc2O1)c1ccco1 (stereo not given)
4 | -71 | -2 | -26 | -1 | -70 | -34 | -10 | 1 | 0.7 | -128 | Cc1cccn2cc(-c3ccc(Cl)cc3)nc12

Exported with values under each structure: entries from further up.
Values in the order – ABHD5 PLIN5 PPI, SRC1 inh, TLR9-MyD88 inh, SRC2 inh, MC4R antag cAMP, NCOA3 inh, NR2F2 inh, NOD2-RIPK2 inh, LMP1 NFkB inh, MC4R ag barr, LRH-1 inv ag
O=C(Nc1ccc(Cl)cc1)N1CCC(c2nc(-c3ccc(F)cc3)no2)CC1
  -15, -17, -6, 17, 4, -31, -9, -5, 22, 6.6, -11
O=C(NCc1ccc(C(F)(F)F)cc1)c1ccc(-c2cccnc2)c2ccoc12
  4, -37, ., -39, 5, -65, -20, -4, ., 1.6, -115
Cc1ccc(CNC(=O)C2CCCN(S(C)(=O)=O)C2)cc1 (stereo not given)
  6, 6, -2, -18, -2, 4, 8, -19, 3, -0.3, 14
